High-throughput results from PubChem.
USP2a inh – blocks human ubiquitin-specific protease USP2a; USP2a enzymatic assay, qHTS inhibition; actives 0.1% (n = 60,000); O75604; Potency, µM (top dose mostly 38.3 µM), for the others: at the highest dose activity change, negative = inhibition, usual class: inhibitors;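 note: potency is the fitted concentration of half-maximal effect; nearly all actives have a fitted effect of over 60% in size; plate controls were DMSO for no effect and NEM full inhibition control for full effect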
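USP2 core (20 nM final) was preincubated with compound for 30 min at RT in 20 mM Tris-HCl pH 8.0, 2 mM CaCl2, 2 mM beta-mercaptoethanol; Ub-PLA2 (20 nM) plus NBD C6-HPC (20 uM) then added, fluorescence read after 2.5 h.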
Tau fil binding – tau filament binding | P10636 | AID 596 | recombinant tau filaments, thioflavin S fluorescence, 15 h; filaments grown with octadecylsulfate alongside compound | actives 2% (n = 71,000) | Potency, µM (titrated, usually from 57.1 µM), for inactives: at the highest dose activity change, negative = inhibition;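 note: potency is the fitted concentration of half-maximal effect; % is set by controls: 0 for no effect and ±100 for the full control effect; actives lower thioflavin S fluorescence by blocking filaments or displacing dye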
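Thioflavine S fluorescence (ex 450, em 510 nm) reports filaments formed from 1 uM human tau plus 30 uM ODS over 15 h at 37 C (10 mM HEPES pH 7.4, 100 mM NaCl, 5 mM DTT); compounds displacing dye or blocking filaments lower signal.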
BRCT inh red – inhibitors of human BRCA1 BRCT-phosphoprotein interaction (red fluorophore); P38398; BRCT-phosphopeptide binding, red fluorescence polarization; Potency, µM (series often up to 76.9 µM), without a hit: top-dose activity change, negative = inhibition, actives largely listed as inhibitors; actives 0.03% (n = 75,000); AID 892; note: % is set by controls: 0 for no effect and ±100 for the full control effect
Target sequence (P38398 whole entry, looked up): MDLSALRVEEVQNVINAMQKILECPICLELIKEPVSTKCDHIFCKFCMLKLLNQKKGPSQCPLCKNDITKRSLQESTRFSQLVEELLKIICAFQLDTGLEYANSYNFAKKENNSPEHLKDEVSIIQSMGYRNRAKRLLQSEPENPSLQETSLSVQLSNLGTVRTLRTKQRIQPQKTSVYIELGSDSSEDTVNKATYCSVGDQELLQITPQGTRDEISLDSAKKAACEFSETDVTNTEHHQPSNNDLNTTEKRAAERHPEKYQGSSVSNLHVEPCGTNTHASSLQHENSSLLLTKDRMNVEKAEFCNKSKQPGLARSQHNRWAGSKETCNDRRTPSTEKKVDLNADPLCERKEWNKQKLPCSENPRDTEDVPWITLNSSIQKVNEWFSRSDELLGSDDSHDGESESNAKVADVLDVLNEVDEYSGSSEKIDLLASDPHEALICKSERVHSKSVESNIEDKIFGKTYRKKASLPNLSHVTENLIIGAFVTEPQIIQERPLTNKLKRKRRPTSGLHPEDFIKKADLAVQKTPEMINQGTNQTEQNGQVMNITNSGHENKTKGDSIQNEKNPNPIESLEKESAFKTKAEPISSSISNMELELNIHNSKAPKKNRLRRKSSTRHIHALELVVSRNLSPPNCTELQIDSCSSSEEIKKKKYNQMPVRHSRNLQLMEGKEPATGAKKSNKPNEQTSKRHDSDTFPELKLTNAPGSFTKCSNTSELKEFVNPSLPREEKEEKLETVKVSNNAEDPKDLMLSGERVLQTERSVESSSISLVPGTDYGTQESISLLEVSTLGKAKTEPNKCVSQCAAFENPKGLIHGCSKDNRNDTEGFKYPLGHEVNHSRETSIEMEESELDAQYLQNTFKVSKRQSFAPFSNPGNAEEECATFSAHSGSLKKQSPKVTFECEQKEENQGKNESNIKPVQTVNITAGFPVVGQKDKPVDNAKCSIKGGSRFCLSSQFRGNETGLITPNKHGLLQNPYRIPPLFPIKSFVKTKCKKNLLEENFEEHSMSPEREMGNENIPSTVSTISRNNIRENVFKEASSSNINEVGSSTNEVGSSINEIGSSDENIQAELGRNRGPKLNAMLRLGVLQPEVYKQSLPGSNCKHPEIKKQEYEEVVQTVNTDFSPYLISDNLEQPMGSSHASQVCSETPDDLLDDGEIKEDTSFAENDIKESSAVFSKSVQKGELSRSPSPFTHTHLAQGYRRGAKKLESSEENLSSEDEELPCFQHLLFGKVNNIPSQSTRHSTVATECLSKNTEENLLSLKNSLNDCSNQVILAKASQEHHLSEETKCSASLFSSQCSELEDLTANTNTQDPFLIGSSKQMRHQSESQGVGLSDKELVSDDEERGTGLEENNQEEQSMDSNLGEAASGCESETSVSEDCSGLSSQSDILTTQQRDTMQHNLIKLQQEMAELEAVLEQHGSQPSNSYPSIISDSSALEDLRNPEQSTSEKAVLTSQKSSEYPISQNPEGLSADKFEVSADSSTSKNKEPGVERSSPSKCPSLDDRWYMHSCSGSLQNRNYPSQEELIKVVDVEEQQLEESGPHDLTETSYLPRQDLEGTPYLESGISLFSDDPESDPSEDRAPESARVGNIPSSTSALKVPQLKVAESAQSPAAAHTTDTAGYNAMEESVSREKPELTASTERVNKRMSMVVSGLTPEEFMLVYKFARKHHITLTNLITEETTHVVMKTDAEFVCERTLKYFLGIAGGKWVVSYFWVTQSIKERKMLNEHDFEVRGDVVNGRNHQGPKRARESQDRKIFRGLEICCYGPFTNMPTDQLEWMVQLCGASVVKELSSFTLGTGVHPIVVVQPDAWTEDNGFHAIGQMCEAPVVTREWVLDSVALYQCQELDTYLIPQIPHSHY
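Fluorescence polarization: 100 nM His-tagged BRCA1 BRCT with 100 nM TAMRA-labelled phospho-BACH1 decapeptide, phosphate buffer pH 7.3 with 150 mM NaCl, DTT, 0.01% Tween 20; 12 min RT. Binding inhibition seen as FP decrease.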
Casp1 inh – caspase-1 (human) inhibition, allosteric or competitive; Caspase-1 enzyme, Ac-WEHD-AFC fluorogenic rate; AID 900; P29466; Potency, µM (doses to about 57.5 µM), for the others: at the top dose activity change, negative = inhibition, actives largely listed as inhibitors; actives 0.03% (n = 75,000);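 note: potency is the fitted concentration of half-maximal effect; plate controls were vehicle for no effect and no substrate for full effect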
Rhodamine autofl – compound autofluorescence in rhodamine spectral region. Rhodamine-region fluorescence, 547/598 nm, Tris buffer; stronger effect = higher value. max dye-equivalent concentration, M. actives 0.05% (n = 59,000); in the data active = max dye-equivalent concentration above about 11 nM; inconclusive = between about 1.1 nM and that limit
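Intrinsic compound fluorescence, ex 547 / em 598 nm, CCD imager. Tris 100 mM pH 8.0; 15 min RT. Output = rhodamine dye-equivalent concentration at each compound concentration.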
HADH2 inh – inhibitors of human HADH2 dehydrogenase; recombinant HADH2, NADH fluorescence, beta-hydroxybutyryl-CoA; Potency, µM (top dose mostly 57.1 µM), for the others: at the top dose activity change, negative = inhibition, actives largely listed as inhibitors; actives 3.4% (n = 73,000); note: potency is the fitted concentration of half-maximal effect; % is set by controls: 0 for no effect and ±100 for the full control effect; nearly all actives have a fitted effect of over 60% in size; many of its hits are not listed in these tables
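E. coli-expressed His-tagged HADH2 tested at 20 nM in alkaline Tris buffer (pH 9.0); oxidation of 90 uM beta-hydroxybutyryl-CoA with 1 mM NAD+ tracked fluorimetrically for 4 min.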
BRCT inh green – inhibitors of human BRCA1 BRCT-phosphoprotein interaction (green fluorophore); BRCA1 BRCT-phosphopeptide binding, green fluorescence polarization; actives 0.05% (n = 75,000); Potency, µM (titrated, usually from 76.9 µM), for the others: at the top dose activity change, negative = inhibition, hits mostly inhibitors; P38398;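 note: potency is the fitted concentration of half-maximal effect; plate controls were peptide without protein for full effect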
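Compounds were incubated for 12 min at room temperature with a complex of 100 nM fluorescein-tagged pBACH1 decapeptide and 250 nM His-tagged BRCT protein. Buffer was phosphate pH 7.3 with EDTA, DTT and Tween 20. Disruption of binding lowers the polarization signal.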
Casp7 inh – blocks human caspase-7 allosterically or competitively. actives 0.02% (n = 75,000). P55210. recombinant caspase-7, Ac-DEVD-AFC fluorescence rate. Potency, µM (series often up to 57.5 µM), inactives show top-dose activity change, negative = inhibition, usual class: inhibitors. AID 889; active = well fitted inhibition curve with a large enough effect in the main read-out, with a control signal flat, not every such curve was filed as active; inconclusive = small, poorly fitted or top-dose-only effect, or a change in a side signal; note: potency is the fitted concentration of half-maximal effect; % of control where 0% means no effect
HEK293 cAMP cs – parental HEK293 cAMP activation (counter-screen); Potency, µM (series often up to 57.1 µM), for the others: at the top dose activation, most hits filed as activators; parental HEK293 CNG cAMP sensor, membrane potential fluorescence; actives 2.5% (n = 73,000); note: potency is the fitted concentration of half-maximal effect; % of control where 0% means no effect; nearly all actives have a fitted effect of over 55% in size
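Parental HEK 293 cells stably expressing a cAMP-gated CNG channel were loaded with membrane potential dye containing 100 uM RO 20-1724 for 60 min. Compound added for 30 min; depolarization read as fluorescence intensity at 590 nm.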
DNA Pol III inh – inhibitors of bacterial DNA polymerase III holoenzyme | reconstituted DNA polymerase III holoenzyme replication, biochemical | Potency, µM (titrated, usually from 57.1 µM), for inactives: at the highest dose activity change, negative = inhibition | actives 0.25% (n = 71,000); note: potency is the fitted concentration of half-maximal effect; % is set by controls: 0 for no effect and ±100 for the full control effect
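Reconstituted *E. coli* holoenzyme (0.35 nM Pol III, 1 nM beta, 154 nM SSB, 2 nM primase) was preincubated with compound for 15 min at RT. Synthesis on 1.4 nM ssM13Gori ran 35 min, then was stopped with PicoGreen/EDTA and read as dsDNA fluorescence.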
15-hLO inh – 15-hLO (ALOX15) enzyme inhibition; Potency, µM (series often up to 57.1 µM), without a hit: top-dose activity change, negative = inhibition, hits mostly inhibitors; actives 1.4% (n = 74,000); P16050; AID 887; purified 15hLO-1, xylenol orange hydroperoxide absorbance; note: potency is the fitted concentration of half-maximal effect; % is set by controls: 0 for no effect and ±100 for the full control effect; nearly all actives have a fitted effect of over 55% in size
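Purified human 15hLO-1 (40 nM final) in 25 mM Hepes pH 7.5, 0.01% Triton X-100 was preincubated with compound 15 min at room temperature, then reacted 6 min with 50 uM arachidonic acid; hydroperoxide detected by Fe-XO, 573/405 nm absorbance ratio.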
The depositor's hits bear a star; i = inactive; ? = inconclusive; . = no result given; [ ] = remark or other dose. Unless noted, calls come from the whole dose curve; as a rule, active = well fitted curve in the direction sought with a large enough effect; inconclusive = small, poorly fitted or top-dose-only effect, or another doubt; inactive = no such curve, though single readings can be large; an effect the other way counts as inactive or inconclusive. A portion of the library. The share of hits here may be higher or lower than overall.

Codes – A = USP2a inh; B = Tau fil binding; C = BRCT inh red; D = Casp1 inh; E = Rhodamine autofl; F = HADH2 inh; G = BRCT inh green; H = Casp7 inh; I = HEK293 cAMP cs; J = DNA Pol III inh; K = 15-hLO inh
> O=C(CCSc1nnc2ccccn12)Nc1ccc(F)cc1
  A: -1%	B: -11%	C: -0.2%	D: 0%	E: i	F: -4%	G: 0.3%	H: -1%	I: 1%	J: -2%	K: 8%

> Cc1cc(-n2nc(C)cc2C)nc(NS(=O)(=O)c2ccccc2)n1
  A: 7%	B: 1%	C: -0.1%	D: 2%	E: .	F: 1%	G: 1.0%	H: -1%	I: 21%	J: -5%	K: 10%

> Cc1cnc(CNc2ncncc2-c2ccccc2Cl)cn1
  A: -2%	B: -1%	C: -0.8%	D: -2%	E: i	F: -30%	G: 0.4%	H: -5%	I: 4%	J: -7%	K: -18%

> CCOC(=O)c1nnn(-c2nonc2N)c1-c1ccc(OC)cc1
  A: 2%	B: -3%	C: -0.8%	D: 1%	E: i	F: 8%	G: 0.2%	H: 0%	I: 4%	J: 0%	K: 1%

> CCOC(=O)C1CCN(C(=O)C2CCN(S(=O)(=O)c3cc(Cl)ccc3Cl)CC2)CC1
  A: 14%	B: 9%	C: -2.3%	D: 0%	E: i	F: 1%	G: -2.1%	H: -1%	I: 28%	J: 5%	K: 7%

> Cc1ccccc1Cn1nnc(-c2cccc(C(=O)O)c2)n1
  A: -7%	B: -17%	C: 1.2%	D: 1%	E: i	F: -19%	G: -4.7%	H: -2%	I: ?	J: 14%	K: -7%

> CCc1ccc2oc(=O)cc(CN(C)Cc3ccccc3)c2c1
  A: ?	B: -10%	C: 0.6%	D: -1%	E: i	F: -5%	G: 0.0%	H: -3%	I: ?	J: 5%	K: -22%

> CCOC(=O)c1ncn2c1C(=O)OC2(C)C
  A: -6%	B: -16%	C: -0.7%	D: 1%	E: i	F: 3%	G: 0.9%	H: 1%	I: -2%	J: 9%	K: 8%

> O=C(OC(C(=O)NCC1CCCO1)c1ccc(F)cc1)c1ccco1 (stereo not drawn)
  A: 19%	B: -3%	C: -0.8%	D: 0%	E: i	F: 0%	G: 0.4%	H: 0%	I: 3%	J: -4%	K: 13%

> COc1cc(C2C(C(=O)OC(C)C)=C(C)Nc3ncnn32)cc(OC)c1OC (stereo not drawn)
  A: .	B: 22%	C: 0.0%	D: -1%	E: .	F: 3%	G: -2.9%	H: -1%	I: 9%	J: -5%	K: -3%

> COc1ccc(NC(=O)c2cc(CN3C(=O)c4ccccc4C3=O)ccc2OC)cn1
  A: 39%[activator]	B: 36%	C: -2.1%	D: -1%	E: i	F: 7%	G: -0.2%	H: -3%	I: 28%	J: 1%	K: -4%

> Cc1onc(-c2ccccc2Cl)c1C(=O)Nc1ccccc1C(=O)NC(C)C
  A: 23%	B: -19%	C: -0.3%	D: -2%	E: i	F: -6%	G: -0.7%	H: -2%	I: 7%	J: -2%	K: -5%

> CCC1=C(C)CN(C(=O)NCCc2ccc(S(=O)(=O)NC(=O)NC3CCC(C)CC3)cc2)C1=O (stereo not drawn)
  A: 6%[17.1 µM]	B: -7%[25.6 µM]	C: -0.8%[34.4 µM]	D: -2%[25.7 µM]	E: i	F: 2%[25.6 µM]	G: 0.6%[34.4 µM]	H: 1%[25.7 µM]	I: -6%[25.6 µM]	J: -10%[25.6 µM]	K: -5%[25.6 µM]

> Cc1nnc(SCc2ccc(Cl)cc2)n1CC1CCCO1 (stereo not drawn)
  A: -6%	B: -8%	C: -0.9%	D: -2%	E: i	F: 7%	G: -1.6%	H: 1%	I: -9%	J: 4%	K: -4%

> CCN1C(=O)CS/C1=N\c1nccs1
  A: 1%	B: 6%	C: -0.8%	D: -1%	E: .	F: -20%	G: -1.9%	H: -1%	I: 5%	J: -6%	K: -1%

Looked up above.
Cc1ccccc1Cn1nnc(-c2cccc(C(=O)O)c2)n1 in Tau fil binding: -17%
CCc1ccc2oc(=O)cc(CN(C)Cc3ccccc3)c2c1 in BRCT inh green: 0.0%

Full records as entered above.
Entry for CCOC(=O)c1ncn2c1C(=O)OC2(C)C : USP2a inh: -6%; Tau fil binding: -16%; BRCT inh red: -0.7%; Casp1 inh: 1%; Rhodamine autofl: i; HADH2 inh: 3%; BRCT inh green: 0.9%; Casp7 inh: 1%; HEK293 cAMP cs: -2%; DNA Pol III inh: 9%; 15-hLO inh: 8%
Entry for Cc1cnc(CNc2ncncc2-c2ccccc2Cl)cn1 : USP2a inh: -2%; Tau fil binding: -1%; BRCT inh red: -0.8%; Casp1 inh: -2%; Rhodamine autofl: i; HADH2 inh: -30%; BRCT inh green: 0.4%; Casp7 inh: -5%; HEK293 cAMP cs: 4%; DNA Pol III inh: -7%; 15-hLO inh: -18%

Next part
Codes – A = USP2a inh; B = Tau fil binding; C = BRCT inh red; D = Casp1 inh; E = Rhodamine autofl; F = HADH2 inh; G = BRCT inh green; H = Casp7 inh; I = HEK293 cAMP cs; J = DNA Pol III inh; K = 15-hLO inh
> Cc1ccsc1C1C(C(=O)O)c2ccccc2C(=O)N1C (stereo not drawn)
  A: -2%	B: 8%	C: 0.2%	D: 1%	E: i	F: 2%	G: -1.6%	H: 4%	I: 2%	J: -1%	K: 0%

> COCCn1c(SCC#N)nnc1-c1ccc2c(c1)OCO2
  A: -4%	B: -3%	C: 0.6%	D: -3%	E: i	F: 2%	G: -0.1%	H: 1%	I: 6%	J: -14%	K: 7%

> CC(=O)OC(Cn1ccnc1)c1ccccc1 (stereo not drawn)
  A: 8%	B: 4%	C: -0.8%	D: -2%	E: i	F: 14%	G: -2.3%	H: 1%	I: 22%	J: -7%	K: 4%

> O=C(Nc1ccc(Cl)c(Cl)c1)c1ccncc1
  A: 11%	B: -13%	C: 0.8%	D: -2%	E: .	F: 7%	G: 0.0%	H: -1%	I: -5%	J: -7%	K: -10%

> Cc1nnc(SCCn2c(N3CCN(c4ccccc4)CC3)nc3c2c(=O)n(C)c(=O)n3C)s1
  A: .	B: 31%	C: -1.7%	D: -2%	E: .	F: 49%[activator]	G: 3.8%	H: -4%	I: ?	J: 3%	K: ?

> O=C(Nc1cccnc1)C(Cc1ccccc1)n1cccc1 (stereo not drawn)
  A: .	B: -22%	C: -0.6%	D: 3%	E: .	F: -11%	G: 1.3%	H: 0%	I: 4%	J: 3%	K: -5%

> CN(CC(=O)Nc1ccc(F)c(F)c1)S(=O)(=O)c1cccc2nsnc12
  A: 9%	B: -23%	C: -3.2%	D: -2%	E: i	F: -13%	G: -1.2%	H: 0%	I: 7%	J: -3%	K: -6%

> NC(=O)CSc1nnc(Cc2ccc3c(c2)OCO3)n1C1CCCCC1
  A: .	B: 4%	C: 0.1%	D: 3%	E: i	F: 2%	G: 1.3%	H: 3%	I: 19%	J: -8%	K: 10%

> Cc1ncsc1C(=O)NCc1ccc(N2CCCC2=O)cc1
  A: -1%	B: 5%	C: -0.3%	D: -1%	E: i	F: 18%	G: 0.2%	H: -8%	I: 13%	J: -4%	K: 9%

> CC(C)(NC(=O)N1CCCC1)c1cccc(C(C)(C)NC(=O)N2CCCC2)c1
  A: 9%	B: 3%	C: -0.1%	D: -3%	E: .	F: -3%	G: -5.2%	H: 0%	I: 28%	J: 0%	K: -3%

> COc1ccc(Cl)cc1NC(=O)c1nc2nc(C)cc(C(F)F)n2n1
  A: .	B: -14%	C: 0.3%	D: -3%	E: .	F: -4%	G: -0.7%	H: -2%	I: -2%	J: -1%	K: -2%

> COC(=O)COc1ccc(NC(=O)C2CCCO2)cc1 (stereo not drawn)
  A: 0%	B: 4%	C: 1.5%	D: -1%	E: i	F: 5%	G: 0.7%	H: -1%	I: -2%	J: -4%	K: 14%

> COc1ccc(S(=O)(=O)Nc2nnc(C)s2)cc1
  A: 0%[7.66 µM]	B: 4%[11.4 µM]	C: -0.6%	D: 1%	E: .	F: -15%[11.4 µM]	G: -0.1%	H: 0%	I: 0%[11.4 µM]	J: 6%[11.4 µM]	K: 5%[11.4 µM]

> COc1ccc(Cc2nnc(SCC(=O)NC(C)c3ccccc3)o2)cc1 (stereo not drawn)
  A: 2%	B: -13%	C: -0.2%	D: -2%	E: .	F: -12%	G: -1.2%	H: -1%	I: 30%	J: 3%	K: 4%
